Neddyl block: blocks human cullin neddylation. P61081+Q13564. TR-FRET cullin neddylation, biochemical. calls only at 25 µM. hit rate 0.58% among 360,000. AID 651699; in the data active means inhibition above about 36%
Target sequence (P61081 whole entry, looked up): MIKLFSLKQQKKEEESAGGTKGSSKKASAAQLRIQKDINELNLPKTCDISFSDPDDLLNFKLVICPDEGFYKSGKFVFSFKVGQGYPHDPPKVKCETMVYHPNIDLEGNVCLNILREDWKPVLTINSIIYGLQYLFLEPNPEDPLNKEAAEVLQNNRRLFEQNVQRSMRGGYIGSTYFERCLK
Target sequence (Q13564 whole entry, looked up): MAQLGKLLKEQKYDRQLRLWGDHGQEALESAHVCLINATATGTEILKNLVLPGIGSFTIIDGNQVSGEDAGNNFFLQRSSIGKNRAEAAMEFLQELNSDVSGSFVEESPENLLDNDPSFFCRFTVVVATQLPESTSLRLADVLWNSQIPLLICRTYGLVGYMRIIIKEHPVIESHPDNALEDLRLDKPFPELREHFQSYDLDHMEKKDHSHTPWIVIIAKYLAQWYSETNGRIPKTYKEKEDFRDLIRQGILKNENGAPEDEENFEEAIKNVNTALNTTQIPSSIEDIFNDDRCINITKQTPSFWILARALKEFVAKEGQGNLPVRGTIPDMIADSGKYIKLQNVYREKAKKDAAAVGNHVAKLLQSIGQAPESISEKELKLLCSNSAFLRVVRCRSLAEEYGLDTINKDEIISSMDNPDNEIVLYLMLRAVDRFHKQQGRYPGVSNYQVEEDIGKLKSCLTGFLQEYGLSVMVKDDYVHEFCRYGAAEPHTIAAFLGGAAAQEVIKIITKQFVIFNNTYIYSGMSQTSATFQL
SKN-1 block: C. elegans SKN-1 inhibition. AID 624304. inhibition, % at 21.8 µM. hit rate 0.49% among 360,000. C. elegans VP596 Pgst-4::GFP/RFP ratio, acrylamide-induced, 24 h;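 active means interference check ratio from 0.5 to 1.5 plus GFP to RFP signal ratio inhibition reaching or exceeding a fixed threshold, cut at about 30% in these data, passing the limit was not always enough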; further: some compounds called inactive have numbers as strong as hits
NRP1-CendR mod: NRP-1/CendR interaction modulation | hit rate 0.85% among 360,000 | FAM-RPARPAR peptide binding to NRP-1, fluorescence polarization | inhibition, % at 25 µM | AID 602438 | O14786;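 active means inhibition or corrected inhibition above about 18%, plus a signal ratio from 0.5 to 1.5, limit read from the data, passing the limit was not always enough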; further: strong numbers were not always called active
DNMT1 block: inhibitors of human DNMT1 | P26358 | hit rate 0.83% among 360,000 | inhibition (reported as % activation of signal), % at 10 µM | DNMT1 molecular beacon, Hinp1I cleavage, fluorescence; in the data active means inhibition above about 50%
Tb MetRS inh: blocks T. brucei methionyl-tRNA synthetase activity. purified T. brucei MetRS, ATP depletion, Kinase-Glo luminescence. inhibition, % at 11.9 µM. hit rate 0.4% among 360,000;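 active means inhibition above a per-plate cutoff of the control wells' mean inhibition plus 3 SD, cut at about 5.5% in these data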;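 further: 0% = DMSO wells median and 100% = median of wells with control inhibitor compound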
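Test system – parasite MetRS enzyme · Reagent – substrates ATP, L-methionine and bulk Escherichia coli tRNA · Doses – 11.9 µM compound single dose, 0.9% DMSO · Times – 15 min enzyme-compound preincubation, 2 h reaction, 10 min detection, 25 °C · Signal – Kinase-Glo luminescence, ATP depletion format · Controls – DMSO-only wells as low control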
SUMO1-SIM PPI: modulators of human SUMO1-mediated protein-protein interactions; P63165; SUMO1 binding to a labelled peptide, TR-FRET, 1 h; inhibition, % at 20 µM; hit rate 0.33% among 360,000; AID 602429; in the data active means inhibition above about 37%
Target sequence (P63165 whole entry, looked up): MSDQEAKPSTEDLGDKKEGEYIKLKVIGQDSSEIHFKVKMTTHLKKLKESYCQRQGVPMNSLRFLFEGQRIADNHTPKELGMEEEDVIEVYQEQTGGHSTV
LMPTP inh: blocks human LMPTP phosphatase; hit rate 0.22% among 360,000; inhibition, % at 20 µM; recombinant LMPTP-A, OMFP fluorogenic substrate, fluorescence intensity;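 active means compounds that cut the enzyme signal by at least half of the control window in the single-dose screen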;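 further: plate controls were DMSO wells with enzyme plus substrate for no effect and substrate without enzyme for full effect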
Target sequence (P24666 whole entry, looked up): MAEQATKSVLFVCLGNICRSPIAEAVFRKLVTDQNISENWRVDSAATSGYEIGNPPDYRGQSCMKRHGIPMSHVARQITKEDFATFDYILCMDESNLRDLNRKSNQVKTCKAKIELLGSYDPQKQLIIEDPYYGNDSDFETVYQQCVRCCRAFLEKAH
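Test system: LMPTP-A, protein tyrosine phosphatase of low molecular weight; Input: 0.625 nM enzyme; Incubation: 50 min dark incubation at room temperature; Signal: endpoint fluorescence intensity from OMFP dephosphorylation; Read-out basis: % inhibition versus control wells.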
NadD block: blocks S. aureus nicotinate mononucleotide adenylyltransferase. purified NadD enzyme, colorimetric absorbance read-out. inhibition, % at 20 µM. hit rate 0.78% among 360,000. AID 602399; in the data active means inhibition above about 26%; further: some compounds past the cut are filed as inactive
Scp1 inh: inhibitors of human Scp-1 phosphatase. AID 493091. Recombinant Scp1, phosphopeptide, malachite green phosphate absorbance. hit rate 0.88% among 340,000. inhibition, % at 20 µM. Q9GZU7;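 active means inhibition above about 50% at 20 µM, limit read from the data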;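 further: plate controls were DMSO wells with enzyme for no effect and wells lacking enzyme for full effect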
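Test system: SCP-1 phosphatase catalytic domain, residues 76-261; measured by: colorimetric phosphate reagent with accelerator and stabiliser, absorbance at 630 nm; timing: enzyme reaction 45 min at room temperature, colour 5 min, stabilisation 30 min; also added: Phosphorylated 17-residue peptide substrate; compound dosing: one concentration, 20 µM, with 1.0% DMSO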
STEP inh: STEP (human) phosphatase inhibition. hit rate 0.25% among 360,000. recombinant STEP, OMFP fluorogenic substrate, fluorescence. inhibition, % at 20 µM. P54829;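 active means inhibition at 20 µM, scaled per plate between control wells, above about 37%, limit read from the data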;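 further: 0% = DMSO with enzyme and substrate and 100% = substrate only without enzyme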
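Assay system: isolated STEP enzyme / Timing: 20 min at room temperature, dark / Doses: 20 µM, 1% DMSO / Technique: fluorescence intensity, excitation 480 nm, emission 540 nm / Reagent: fluorogenic phosphatase substrate OMFP at 25 µM final / Measure: percent inhibition scaled to no-enzyme and uninhibited-enzyme controls, plate-pattern corrected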
Starred values were filed as active, the others as inactive; i = inactive; . = not tested or not shown.

SMILES	Neddyl block	SKN-1 block	NRP1-CendR mod	DNMT1 block	Tb MetRS inh	SUMO1-SIM PPI	LMPTP inh	NadD block	Scp1 inh	STEP inh
Cc1cccc(NC(=O)c2cccnc2Oc2ccccc2)c1C(=O)O	i	-17	1	0	-1.0	5	-2.3	-3	1	0
CC(OC(=O)c1ccc(Cl)c(S(=O)(=O)N2CCOCC2)c1)C(=O)Nc1ccc(S(N)(=O)=O)cc1 (centres undefined)	i	6	10	-2	-0.1	-3	-0.7	-9	-1	-3
COc1ccccc1CNC(=O)c1ccc(OC(F)F)c(OC)c1	i	9	8	4	-0.1	3	-0.8	0	-9	-4
Cn1nnnc1SCCNCC#Cc1ccccc1	i	0	-12	2	-0.3	-3	-0.8	10	-8	0
O=C(O)c1ccc(-n2nc(-c3ccccc3)c3ccccc3c2=O)cc1	i	-5	-2	4	-0.8	3	-0.6	-7	-1	-1
Cc1onc(-c2ccccc2Cl)c1C(=O)N1CCc2ccccc21	i	11	-7	-3	0.2	-2	-1.4	-3	-14	-2
C[C@@H]1CN(Cc2nnnn2CC(=O)NCCCn2cccn2)C[C@H](C)O1	i	-3	1	1	0.1	0	-1.1	-3	.	-2
COc1cc(-c2nnc(SCC(=O)c3ccccc3)o2)cc(OC)c1OC	i	-11	1	1	-1.7	1	-1.5	-4	0	1
CC(c1ccccc1C(O)c1ccccc1)N(C)C (centres undefined)	i	4	6	4	0.7	-2	0.1	5	-7	2
CCc1ccc(S(=O)(=O)NCc2ccc(N3CCN(C)CC3)cc2)cc1	i	-4	12	2	-0.4	-5	0.3	-2	-10	0
O=C(CSc1ccccc1F)NNC(=O)c1ccncc1	i	20	-9	4	-0.1	3	-1.9	2	-7	5
CC(C)(C)c1ccc(-n2ncc3c2CCCC3NC(=O)CCN2CCCO2)cc1 (centres undefined)	i	-11	-1	4	-0.3	-2	-1.4	6	-6	-1
COc1ccccc1CNC(=O)COC(=O)CC1CC2CCC1C2 (centres undefined)	i	-1	5	3	-0.5	2	-0.6	1	-10	-2
Cc1sc(NC(=O)c2ccco2)c(C(Nc2ccccn2)c2ccccc2)c1C (centres undefined)	i	4	-16	-11	-0.3	-1	1.9	3	0	1
Cn1cnnc1Sc1ccc(C(=O)OCC(=O)Nc2cc(Cl)cc(Cl)c2)cc1[N+](=O)[O-]	i	-5	8	-1	-1.3	-13	0.4	27	7	-1
COCCN1Cc2cccc(C(=O)NC3CCCCCC3)c2C1=O	i	5	6	0	0.6	-1	1.2	1	-1	-3
O=C(O)C1CCCCC1C(=O)Nc1ccc(S(=O)(=O)N2CCCCC2)cc1 (centres undefined)	i	-1	8	0	-0.6	-1	-0.9	-3	-3	-2
Cc1ccc([N+](=O)[O-])cc1Nc1nc(N2CCCC2)nc(N2CCCC2)n1	i	2	1	21	-1.2	5	-0.8	8	-2	1
CCn1c(Cc2ccccc2)nnc1SCC(=O)Nc1cc(C)on1	i	7	0	1	0.7	-1	0.2	0	0	1
O=C(Cc1c(Cl)cccc1Cl)Nc1ccc(S(=O)(=O)Nc2ncccn2)cc1	i	5	12	1	-0.3	7	-0.6	-10	-7	-2
N#Cc1cccc(NCC(=O)Nc2cccc(S(=O)(=O)N3CCCCC3)c2)c1	i	10	-7	-9	-0.1	-4	1.6	-3	-8	-1
CN1CCN(C(=O)C2CCN(S(=O)(=O)c3ccccc3[N+](=O)[O-])CC2)CC1	i	-4	5	1	-0.3	-4	-1.5	-1	-5	2
COc1ccccc1CNC(=O)COC(=O)Cc1cccc(F)c1	i	-4	0	3	-0.1	0	-0.6	-5	6	4
CCc1ccc(OCC(=O)NNC(=O)Cc2ccc(S(=O)(=O)N3CCOCC3)s2)cc1	i	10	-34	-2	-0.4	-4	0.2	5	-7	2
COc1cc2nc(=S)n(CCCN3CCOCC3)c(N)c2cc1OC	i	-7	4	0	-0.2	15	3.5	-8	24	-2
Next entries follow:
SMILES	Neddyl block	SKN-1 block	NRP1-CendR mod	DNMT1 block	Tb MetRS inh	SUMO1-SIM PPI	LMPTP inh	NadD block	Scp1 inh	STEP inh
Cc1ccc(Oc2ncnc(N)c2[N+](=O)[O-])cc1	i	-6	5	5	-1.2	-7	-0.6	-4	2	-2
Cc1cc(NS(=O)(=O)c2ccc(NC(=O)CCc3ccccc3)cc2)no1	i	7	5	1	0.2	8	-0.8	-4	-6	-2
O=C(CNC(=O)c1ccc2c(c1)OCCO2)N/N=C/c1ccc([N+](=O)[O-])cc1	i	11	9	3	-0.1	-22	2.5	-7	3	-2
Nc1ccc(Oc2cc(N)cc(Oc3ccccc3)c2)cc1	i	15	-7	-16	-0.6	4	0.6	-2	10	-2
CCOC(=O)c1ccc(N=Cc2cnc(N)nc2N)cc1	i	11	-33	-1	-0.5	-11	-0.6	-6	7	-1
CCOc1ccc(NC(=O)CCC(=O)OC)cc1	i	-3	-1	6	-0.7	-2	-0.4	-4	3	1
COc1ccc(N2C(=O)NC3CC2(C)Oc2ccc(Cl)cc23)cc1OC (centres undefined)	i	15	0	2	-0.5	-5	-0.2	-3	-4	0
CCOc1ccccc1CNC(=O)CCCn1ncn2c(cc3occc32)c1=O	i	-18	5	-5	-0.5	-7	1.1	2	-2	2
Cc1nc(-c2cccc(NS(=O)(=O)c3cccc4ccccc34)c2)cs1	i	11	5	-14	-0.3	-5	3.7	0	0	-3
CCc1cc(=O)oc2cc(C)cc(OC(C)C(=O)NC3CCN(Cc4ccccc4)CC3)c12 (centres undefined)	.	16	-3	-2	0.1	-1	-0.2	4	-5	0
CC(=O)c1ccc(N2CCN(C(=O)CCCc3nc4ccccc4s3)CC2)cc1	i	-1	-5	-4	-0.1	-1	-1.1	-1	-2	-1
CCOC(=O)C1=C(COC(=O)CC(C)c2ccccc2)NC(=O)NC1C (centres undefined)	i	-5	-2	2	-0.4	1	-0.3	-4	-6	1
O=C(CSc1n[nH]c(-c2cccnc2)n1)Nc1ccc([N+](=O)[O-])cc1Br	i	-11	14	1	-0.3	-32	-4.8	-5	-3	0
COc1ccc(N/C=C2/Sc3ccccc3NC2=O)cc1	i	0	-6	2	-0.5	-6	1.1	0	-11	3
Cc1ccccc1C(=O)Nc1ccccc1-c1nnn(CC(=O)Nc2ccc3c(c2)OCCO3)n1	i	1	-4	4	0.0	1	2.1	-1	-5	1
COc1ccccc1CNC(=O)COC(=O)c1ccc(S(=O)(=O)N2CCCC2)cc1	i	-1	-1	4	-0.4	0	-1.4	-4	-10	0
COc1ccc2nc(NC(=O)Cn3cnc4ccccc4c3=O)sc2c1	i	1	-24	1	-0.4	-1	0.4	-2	12	0
COc1ccccc1/C=C/C(=O)c1ccc(Cl)cc1	i	2	6	8	-0.2	-5	1.8	0	-13	-2
O=C(NC(=S)Nc1ccc2cn[nH]c2c1)c1ccccc1	i	13	2	-2	0.1	-2	-1.4	-5	-7	0
COc1ccc(NC(=O)c2[nH]ncc2[N+](=O)[O-])cc1	i	-6	5	-2	-0.9	-20	-1.2	0	-3	5
Cc1nn(-c2ccccc2)c(C)c1C(=O)OCC(=O)NC(=O)NC1CCCC1	i	16	-5	-2	0.4	2	-0.3	-6	-12	12
COc1cc(NC(=O)c2ccc3nsnc3c2)cc(OC)c1OC	i	-14	8	0	-0.4	-32	0.3	-2	-3	-1
Cc1ccc(C(=O)NCc2nnc(SCC(=O)NC(C)c3ccccc3)n2C)cc1 (centres undefined)	i	11	2	0	0.2	-2	-0.2	1	-3	0
O=C(CN1CSCC1=O)N1CCN(S(=O)(=O)c2cccc(F)c2)CC1	i	-9	8	5	-0.3	4	-1.5	-4	2	0
COc1ccc(NC(=O)CS(=O)CC(=O)NCc2cccc(C(F)(F)F)c2)cc1 (centres undefined)	i	-20	-6	0	0.4	1	-0.5	-2	0	-5

Retrieved by structure from the entries so far (two):
SMILES	Neddyl block	SKN-1 block	NRP1-CendR mod	DNMT1 block	Tb MetRS inh	SUMO1-SIM PPI	LMPTP inh	NadD block	Scp1 inh	STEP inh
Cc1ccc(Oc2ncnc(N)c2[N+](=O)[O-])cc1	i	-6	5	5	-1.2	-7	-0.6	-4	2	-2
COc1cc(NC(=O)c2ccc3nsnc3c2)cc(OC)c1OC	i	-14	8	0	-0.4	-32	0.3	-2	-3	-1

New compounds follow:
SMILES	Neddyl block	SKN-1 block	NRP1-CendR mod	DNMT1 block	Tb MetRS inh	SUMO1-SIM PPI	LMPTP inh	NadD block	Scp1 inh	STEP inh
CCCCCC(=O)NNC(=S)NC(=O)c1ccc([N+](=O)[O-])cc1	i	-13	1	0	-0.9	-18	21	10	3	3
O=C(CNc1cc(S(=O)(=O)N2CCOCC2)ccc1NCC1CCCO1)Nc1ccccc1F (centres undefined)	i	14	-17	2	11*	-1	-1.2	-2	-1	1
CC1CN(c2oc(-c3ccco3)nc2S(=O)(=O)c2ccccc2)CC(C)O1 (centres undefined)	i	20	-3	-1	-0.9	0	0.1	3	-7	-1
CCOc1ccccc1N1CCN(C(=O)c2ccc3c(c2)OCO3)CC1	i	-14	4	1	0.0	0	0.4	-9	9	1
S=C(Nc1cccc(Cl)c1)Nc1ccc2c(c1)OCCO2	i	-14	8	0	-0.1	7	0.2	1	-7	2
COc1ccc(N2CCN(C(=O)c3ccc(CNc4c(N5CCOCC5)c(=O)c4=O)cc3)CC2)cc1	i	-4	-6	4	-0.4	31	-1.6	-2	-10	-1
CCCN1CCC(NC(=O)Cc2ccccc2OC)CC1	i	-16	2	-1	0.2	-4	-0.5	-3	-4	0
CC(C(=O)NCc1ccccc1)N1C(=O)C2CC=C(Cl)CC2C1=O (centres undefined)	i	-7	-1	2	-1.0	13	-3.1	-2	-12	-2
CN(C)CCN1C(=O)C(O)=C(C(=O)c2ccco2)C1c1ccccc1F (centres undefined)	i	-17	3	3	0.2	-4	-1.2	2	-2	-1
CC(C)c1ccc(NC(=O)C2=CC=CN3CCS(=O)(=O)N=C23)cc1	i	-9	3	-1	-0.4	-5	0.9	5	-1	-1
COc1ccc(-c2cc(C(=O)N3CCN(c4ccc(F)cc4)CC3)no2)cc1	i	8	10	4	-0.2	-1	1.0	4	-4	-1
COc1ccc(C2CC(c3cccc(C)c3)n3nc(N)nc3N2)cc1 (centres undefined)	i	3	-9	-1	2.7	8	-1.0	0	4	-2
Cc1cc(=O)c(C(=O)Nc2cccc(N3CCCC3=O)c2)nn1-c1ccccc1Cl	i	-4	8	0	-0.2	-2	0.1	0	0	5
CC1(C)C2CCC(C2)C1C/C=N/NC(N)=S (centres undefined)	i	-3	-2	1	-0.8	-1	0.0	0	-7	0
